Screening results from PubChem BioAssay.
CXCR6 block = inhibitors of human CXCR6 receptor; CHO-K1 PathHunter CXCR6 beta-arrestin, luminescence; O00574; 360,000 tested, 0.36% active; inhibition, % at 20 µM; in the data active = inhibition above about 34%, passing the limit was not always enough;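 note: antagonist mode with CXCL16 agonist at 10 nM final; 0% = 10 nM CXCL16 with DMSO and 100% = unstimulated wells without agonist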
Target sequence (O00574 whole entry, looked up): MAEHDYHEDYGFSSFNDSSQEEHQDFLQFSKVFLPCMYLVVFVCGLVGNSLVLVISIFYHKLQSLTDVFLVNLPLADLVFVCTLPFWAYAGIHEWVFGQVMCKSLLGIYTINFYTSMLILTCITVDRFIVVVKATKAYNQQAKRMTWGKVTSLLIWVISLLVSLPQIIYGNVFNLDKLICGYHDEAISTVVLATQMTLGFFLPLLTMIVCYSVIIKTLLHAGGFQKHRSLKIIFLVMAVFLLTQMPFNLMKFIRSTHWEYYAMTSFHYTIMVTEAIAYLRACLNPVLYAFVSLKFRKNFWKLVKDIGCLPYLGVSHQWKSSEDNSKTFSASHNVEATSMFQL
* hit, by the source's call. Some of the compounds tested; count on the stated rates, not on these rows.

SMILES | CXCR6 block
O=C(Nc1ccc2c(c1)OCO2)c1cc(C2CCCCN2C(=O)OCCF)on1 (stereo unspecified) | -2.7
O=C(/C=C/[C@H]1O[C@@H](n2cnc3c(NC(=O)c4ccccc4)ncnc32)[C@H](O)[C@@H]1O)NCC(c1ccccc1)c1ccccc1 | -11.1
CC(C)CCNC(=O)C1(C)CCN1Cc1ccc2ccccc2c1 (stereo unspecified) | -2.1
CC1=C(C(=O)N(C(C)C)C(C)C)CC(CC(=O)NC(c2ccccc2)c2ccccc2)C(=O)N1Cc1ccc(F)cc1 (stereo unspecified) | 5.8
COC(=O)c1cccc(OCCCN2CCC(C(O)(c3ccccc3)c3ccccc3)CC2)c1 | 8.7
COc1ccccc1-n1c(SCC(=O)Nc2ccc(Cl)cc2)nc(O)c(Cc2ccccc2)c1=O | -4.3
Cc1ccc(Cn2cc(CN3CC(N4CCN(Cc5cccc(C)c5)CC4)CS3(=O)=O)nn2)cc1 (stereo unspecified) | 7.9
CCCc1nc2ccc(C)cn2c1Cc1ccc(OC)cc1C | 7.6
O=C(NCc1ccc(Br)cc1)OC1CC2CC1[C@H]1CCCCN1C2=O (stereo partly specified) | -0.3
O=C(Cc1ccc(NC(=O)C2CCN(C(=O)c3ccccc3)CC2)cc1)Nc1ccc(C(=O)N2CCOCC2)cc1 | 0.5
COc1ccccc1Cc1c(-c2ccc(Cl)cc2)nc2c(C)cc(Br)cn12 | -4.7
COC(=O)CCN1CCC2CC1c1cc(-c3cccc(C)c3)ccc12 (stereo unspecified) | -6.0
COc1ccc(OC)c(NC(=O)C2(C)CCN2Cc2cccc(OC)c2OC)c1 (stereo unspecified) | -3.1
CC1(C(=O)Nc2cccc3c2CCCC3)CCN1C(=O)c1cccc(F)c1 (stereo unspecified) | 3.3
O=C(NC1CCCCC1)C(c1cccnc1)N(C(=O)CCl)c1ccc(F)cc1 (stereo unspecified) | -1.5
O=C(CC[C@H]1O[C@@H](n2ccc(=O)[nH]c2=O)[C@H](O)[C@@H]1O)NCCc1c[nH]c2ccccc12 | 3.6
CC1(C(=O)Nc2ccc(Cl)cc2)Cc2c(-c3cccc(C(N)=O)c3)ccnc2O1 (stereo unspecified) | -5.7
CCc1nc2ccc(C(=O)NCCN3CCNC3=O)cn2c1N(C)Cc1ccc(OC)cc1 | -6.7
O=C(Nc1ccccc1)C(Cc1ccccc1)c1ccccc1 (stereo unspecified) | 0.0
Nc1cc(S(=O)(=O)O)cc2ccc(S(=O)(=O)O)cc12 | -12.1
COc1ccc(S(=O)(=O)N(C)C)cc1NC(=O)COC(=O)c1n[nH]c2ccccc12 | -7.3
Cn1c(Cc2ccccc2)nc(=O)c2ccccc21 | 0.4
COc1ccccc1CCC(=O)NNC(=O)Cn1nc(C)cc1C | -1.4
OC[C@@H]1CN(Cc2ccccc2)C[C@H](n2cnc3c(NCc4ccc(F)cc4)ncnc32)O1 | -1.0
CCCCC(=O)N(C)c1c(C)nc2ccc(C(=O)N3CCN(S(=O)(=O)CC)CC3)cn12 | -6.3
O=C(CCc1nc2ccccc2c(=O)[nH]1)N1CCN(S(=O)(=O)c2cc(Cl)ccc2Cl)CC1 | 0.9
O=C(Nc1cc2c(cc1Cl)-c1ccc([N+](=O)[O-])cc1C2=NO)C(F)(F)F | 6.0
CCOc1ccc(OCCC(=O)N(CC(C)C)c2c(N)n(Cc3ccccc3)c(=O)[nH]c2=O)cc1 | 10.6
COc1ccc(Cn2c(C)nc3oc4cc(OC)ccc4c(=O)c3c2=O)cc1 | -1.3
CCC[C@H]1CN(c2ccccc2)C(=O)[C@@H]1CC(=O)Nc1ccc(Br)cc1 | -7.6

An excerpt of these results, field by field:
CCOc1ccc(OCCC(=O)N(CC(C)C)c2c(N)n(Cc3ccccc3)c(=O)[nH]c2=O)cc1
  CXCR6 block: 10.6

COc1ccc(Cn2c(C)nc3oc4cc(OC)ccc4c(=O)c3c2=O)cc1
  CXCR6 block: -1.3

Quoted from the listing:
Entry of COc1ccccc1CCC(=O)NNC(=O)Cn1nc(C)cc1C in CXCR6 block: -1.4
Entry of COc1ccc(S(=O)(=O)N(C)C)cc1NC(=O)COC(=O)c1n[nH]c2ccccc12 in CXCR6 block: -7.3
Entry of CC1(C(=O)Nc2ccc(Cl)cc2)Cc2c(-c3cccc(C(N)=O)c3)ccnc2O1 (stereo unspecified) in CXCR6 block: -5.7
Entry of CC(C)CCNC(=O)C1(C)CCN1Cc1ccc2ccccc2c1 (stereo unspecified) in CXCR6 block: -2.1

4 structures from above, ordered by molecular weight, low to high.
SMILES | CXCR6 block
COc1ccccc1CCC(=O)NNC(=O)Cn1nc(C)cc1C | -1.4
O=C(Nc1cc2c(cc1Cl)-c1ccc([N+](=O)[O-])cc1C2=NO)C(F)(F)F | 6.0
OC[C@@H]1CN(Cc2ccccc2)C[C@H](n2cnc3c(NCc4ccc(F)cc4)ncnc32)O1 | -1.0
O=C(CCc1nc2ccccc2c(=O)[nH]1)N1CCN(S(=O)(=O)c2cc(Cl)ccc2Cl)CC1 | 0.9

(listing goes on)
SMILES | CXCR6 block
CC(=O)Nc1ccc(NC(=O)CSC2=NCCS2)cc1 | -7.6
CC1(C(=O)NCc2ccccc2Br)CCN1Cc1c(F)cccc1F (stereo unspecified) | 2.7
O=P(OCC1CCCO1)(OCC1CCCO1)OCC1CCCO1 (stereo unspecified) | 0.8
CC(C)C[C@H]1CNC(=S)N1CC1CCN(CCCC2CCCCC2)CC1 | 6.2
CCOc1ccc(CCN2C(=S)N([C@@H](Cc3ccc(O)cc3)CN3CCCC3CN3C(=S)NC[C@@H]3Cc3ccc(O)cc3)C[C@@H]2CC(C)C)cc1 (stereo partly specified) | 11.0
O=C(c1ccco1)[C@@H]1[C@@H]2C(=O)N(c3ccc(Br)cc3)C(=O)[C@@H]2C2c3ccccc3C=CN21 (stereo partly specified) | -17.7
O=C1Nc2ccccc2N=C(c2ccc3c(c2)OCO3)C1N(C(=O)c1ccnc2ccccc12)c1ccccc1 (stereo unspecified) | 12.3
CCOC(=O)c1ccc(S(=O)(=O)Nc2ccccc2-c2nnn(CC)n2)cc1 | -2.8
Cn1ncc2c(=O)[nH]c(N)nc21 | 1.8
Cc1ccc(NC(=O)c2ccc(OCC3CCCO3)cc2)cc1Cl (stereo unspecified) | -6.8
COc1ccccc1C(=O)N1CCCC(C)(C(=O)NS(=O)(=O)C2CC2)C1 (stereo unspecified) | 5.2
CC1(C(=O)NS(=O)(=O)c2ccccc2Cl)CCN1C(=O)C1(c2ccccc2)CCCC1 (stereo unspecified) | -5.5
c1ccc2c(c1)-c1nc3ccccc3cc1C2N1CCOCC1 (stereo unspecified) | 8.1
CC(=O)Nc1ccc(NC(=O)CSc2nnc(NC(=O)c3ccccc3F)s2)cc1 | 0.0
CCOC(=O)c1cc(OCC)c2c(ccc3cc(OC)ccc32)n1 | 3.6
CC1=C(C(=O)N2CCOCC2)CC(CC(=O)NC(c2ccccc2)c2ccccc2)C(=O)N1CCC1=CCCCC1 (stereo unspecified) | 7.7
Cc1c(Cl)cccc1NC(=S)NC(=O)c1ccccc1 | 23.7
c1ccc(COc2cccc(-c3cc4nc(NCc5ccc6c(c5)OCO6)ccn4n3)c2)cc1 | 1.7
O=c1[nH]c(=S)[nH]c2c1C(c1ccccc1)OC(C1CCCCC1)C2 (stereo unspecified) | -8.0
CCCCn1c(N)c(N(CCOC)C(=O)CC2CCCCC2)c(=O)[nH]c1=O | -12.3
CN(C)c1ccc(-c2ccnc3c2CC(C)(C(=O)Nc2cccc(Oc4ccccc4)c2)O3)cc1 (stereo unspecified) | 11.2
COc1ccc(OC)c(NC(=O)C2(C)CCN2Cc2ccccc2OC(F)F)c1 (stereo unspecified) | 8.9
Cc1cccc(NC(=O)CSCC(=O)Nc2cc(C(F)(F)F)ccc2N2CCOCC2)c1 | 6.9
CCNC(=O)C1(C)CCCN1C(=O)c1cc(OC)c(OC)c(OC)c1 (stereo unspecified) | 2.0
C[C@H]1CN([C@@H](C)CO)C(=O)CCCn2cc(nn2)CO[C@@H]1CN(C)C(=O)Nc1ccc2c(c1)OCCO2 | 2.0
COc1ccc(CSc2nnc(NC(C)=O)s2)cc1[N+](=O)[O-] | 14.4
COc1cc2ccc(CC(=O)O)cc2cc1OC | 0.7
CC(=O)Nc1ccc(NC(=O)C2(C)Cc3c(-c4ccc5c(c4)OCO5)ccnc3O2)cc1 (stereo unspecified) | 2.4
CN1C[C@@H]2[C@@H]3C(=O)N(C)C(=O)[C@@H]3[C@](Cc3ccccc3)(C1=O)N2C(=O)c1ccc(Cl)cc1 | -0.3
CC(=O)OC(C(=O)Nc1nncs1)c1ccccc1 (stereo unspecified) | -1.7
O=C(O)c1ccc(C(S(=O)(=O)c2ccccc2)S(=O)(=O)c2ccccc2)cc1 | 8.7
CC(=O)NCCNc1nc(NC(C)C)nc2ccsc12 | 0.9
COc1ccccc1CNC(=O)C1CCCN1S(=O)(=O)c1ccc2c(c1)C(C)(C)C(=O)N2C (stereo unspecified) | 2.5
COCCCNC(=O)c1csc([C@H]2C[C@H](O)[C@@H](CO)O2)n1 | 2.5
COc1ccc(NC(=O)C2(C)Cc3c(-c4ccc(NC(C)=O)cc4)ccnc3O2)cc1OC (stereo unspecified) | 1.5
CCOC1=C2[C@H](c3ccccc3)N(S(=O)(=O)c3ccc(C)cc3)C(C(C)(C)C)[C@H]2C(C#N)(C#N)C(C#N)(C#N)C1 (stereo partly specified) | -12.3
COc1ccc(NC(=O)c2cc(-c3cc(Cl)ccc3C)n[nH]2)cc1OC | 0.5
Cc1cccc(NC(=O)c2nc[nH]c2C(=O)Nc2cc(Br)ccc2F)c1 | 15.1
COc1ccc(S(=O)(=O)N2CCCCCC2)cc1NC(=O)CCNC(=O)c1ccccc1Cl | 3.4
CC(C)c1cccc(-c2csc(C(O)c3ccco3)n2)c1 (stereo unspecified) | -6.0
C[C@H](CO)N1C[C@H](C)[C@H](CN(C)S(=O)(=O)c2cccc(F)c2)Oc2ncc(-c3cccc(C(=O)N(C)C)c3)cc2C1=O | 4.7
O[C@H]1CN(Cc2cccs2)[C@@H](c2ccccc2)C[C@@H]1n1cc(-c2ccc(F)cc2)nn1 | 9.8
COc1ccc(NC(=O)CN(C)C(=O)c2cc(C)oc2C)cc1 | 12.4
COc1cccc(NC(=O)N2CCc3nc(Nc4ccc(C(C)C)cc4)ncc3C2)c1 | -6.9
O=C(NCc1cccnc1)c1cc(C2CCCCN2C(=O)c2ccc(Cl)cc2)on1 (stereo unspecified) | 2.0
FC(F)(F)c1ccccc1NC(=S)N/N=C1\CC2CC=CC12 (stereo unspecified) | -1.1
COC(=O)c1ccc(NCc2c(O)ccc(O)c2Br)cc1Cl | 11.9
O=C(C=NNc1ccccc1)c1ccccc1 | 8.2
CCCc1ccc(C(O)c2ncc(-c3ccc(OC)cc3)[nH]2)cc1 (stereo unspecified) | -0.2
CCOC(=O)C1(c2ccccc2)SC(C(=O)OCC)(c2ccccc2)S1 (stereo unspecified) | 13.4
Next section
SMILES | CXCR6 block
CCCCN(C=O)c1c(CC)nc2ccc(C(=O)NCc3ccc4c(c3)OCO4)cn12 | 1.2
CC(O)CC(=O)OC[C@]12CC[C@H]3[C@@](C)(CC[C@H]4C(C)(C)CCC[C@]34C)[C@@H]1CC(C1=CC(=O)OC1O)O2 (stereo partly specified) | 0.6
c1ccc2c(c1)OCC(CNc1ncnc3sccc13)O2 (stereo unspecified) | 1.1
CC(C)Oc1ccc(CN2CCC2(C)C(=O)Nc2cnc3ccccc3c2)cc1 (stereo unspecified) | 3.2
CCc1nc2ccc(C(=O)NCCOc3ccc(OC)cc3)cn2c1N(C)Cc1cccs1 | 11.4
CC1(C(=O)Nc2ccc3c(c2)OCCO3)CCN1C(=O)C1(c2ccc(Cl)cc2)CC1 (stereo unspecified) | 20.0
COC(=O)c1c(C)[nH]c(C(=O)OC(C)C(=O)NC2CCCCC2C)c1C (stereo unspecified) | 1.7
C[C@@H]1CN([C@H](C)CO)C(=O)CCCn2cc(nn2)CO[C@H]1CN(C)C(=O)Nc1cccc(Oc2ccccn2)c1 | 7.2
CC(C)(C)OC(=O)N1CCN(C(=O)c2ncn3c2c(=O)[nH]c2ccccc23)CC1 | 1.6
CCc1ccc2c(c1)NC(=O)C2(C)Cc1ccc(C(F)(F)F)o1 (stereo unspecified) | 0.0
CCCCCc1c(-c2ccc(Cl)cc2)ncn1CCc1ccccc1OC | 24.9
C/C=C/c1cnc2c(c1)C(=O)N([C@H](C)CO)C[C@H](C)[C@@H](CN(C)C(=O)CN1CCOCC1)O2 | -3.6
Cc1cccc(S(=O)(=O)N(C)C[C@H]2OCc3cn(nn3)CCCC(=O)N([C@H](C)CO)C[C@@H]2C)c1 | -1.2
CN(CCc1ccccc1)C(=O)c1ccc(NC(=O)Cc2cccc(NC(=O)C3CCN(S(=O)(=O)c4cccc([N+](=O)[O-])c4)CC3)c2)cc1 | -2.3
CCCn1c(=S)[nH]c2cc(C(=O)N3CCN(C)CC3)ccc2c1=O | -6.2
O=C(c1cccs1)N1C[C@@H](n2cc(C3CC3)nn2)[C@H](O)C[C@@H]1c1ccccc1 | 14.3
COc1ccc(OC)c(NC(=O)Nc2nc(C(C)N)cs2)c1 (stereo unspecified) | 1.6
CC(=O)c1cccc(NC(=O)C2(C)Cc3c(-c4cccc(C(N)=O)c4)ccnc3O2)c1 (stereo unspecified) | -7.9
COc1cccc(S(=O)(=O)N(C)C[C@@H]2OCc3cnnn3CCCC(=O)N([C@@H](C)CO)C[C@H]2C)c1 | -5.0
CC(C)c1ccc(NC(=O)C2Cc3c(-c4ccccc4Oc4ccccc4)ccnc3O2)cc1 (stereo unspecified) | 9.2
Cc1[nH]c(=O)[nH]c(=O)c1C=CC(=O)NC(CO)CS(=O)Cc1ccccc1 (stereo unspecified) | -6.2
Cc1ccccc1S(=O)(=O)N(C)C[C@@H]1OCc2ccccc2-c2c(n(C)c3ccccc23)C(=O)N([C@H](C)CO)C[C@@H]1C | 8.7
CC(=O)C1=CCC(c2ccccc2F)N(S(=O)(=O)c2ccc(C)cc2)C1 (stereo unspecified) | -2.7
O=C(O)CN1C(=O)C2C3CCC(C3)C2C1=O (stereo unspecified) | -1.0
O=C(Nc1cccc(Br)c1)Oc1cccc2cccnc12 | 3.5
CCN(CC(=O)Nc1ccccc1C(F)(F)F)C(=O)c1ccc(NC(=O)c2cccs2)cc1 | -9.1
